# Smad3 FoxH1 inh: inhibitors of human Smad3 transcription factor binding | P84022 | TR-FRET Smad3/Dy647-FoxH1 peptide binding, europium anti-His | inhibition, % at 25 µM | 88,000 compounds, 0.29% hits | AID 630;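 active means compounds that reduce the energy-transfer binding signal between the protein and its labelled peptide by more than half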;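 further: 0% = Smad3 plus labelled peptide maximal FRET and 100% = peptide-only background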
# Target sequence (P84022 whole entry, looked up): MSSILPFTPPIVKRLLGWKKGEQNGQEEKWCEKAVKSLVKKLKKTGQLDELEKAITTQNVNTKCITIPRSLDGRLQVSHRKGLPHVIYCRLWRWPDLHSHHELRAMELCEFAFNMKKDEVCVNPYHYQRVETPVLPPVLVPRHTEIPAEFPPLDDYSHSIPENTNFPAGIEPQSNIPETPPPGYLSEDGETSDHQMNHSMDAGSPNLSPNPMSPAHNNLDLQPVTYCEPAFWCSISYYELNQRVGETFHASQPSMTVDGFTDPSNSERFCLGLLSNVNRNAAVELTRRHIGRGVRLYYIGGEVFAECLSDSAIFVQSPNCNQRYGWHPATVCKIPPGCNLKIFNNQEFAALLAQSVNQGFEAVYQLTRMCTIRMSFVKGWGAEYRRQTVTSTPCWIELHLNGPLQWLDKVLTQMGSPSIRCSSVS
# TNFa cytotox: HUVEC cytotoxicity counter-screen, TNF alpha stimulated | 93,000 compounds, 0.17% hits | AID 848 | cell count reduction, % at 2 µM | HUVEC TNFalpha-stimulated, Hoechst cell count, imaging;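 active means cell count reduction exceeding the screen mean by over 5 SD, scaled to untreated wells per plate, cut at about 78% in these data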;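 further: cells counted after 24 h of TNF alpha exposure following the 1 h pretreatment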
# IL1B cytotox: HUVEC cytotoxicity counter-screen, IL-1B stimulated; HUVEC cell count loss, Hoechst imaging; cell count reduction, % at 2 µM; 94,000 compounds, 0.41% hits; AID 845;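 active means cell count reduction more than 3 SD above the screen-wide mean, cut at about 70% in these data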;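 further: normalized per plate to untreated control cells as the no-loss baseline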
# sEH inh: soluble epoxide hydrolase (human) inhibition. recombinant human sEH enzymatic activity assay. inhibition, % at 2 µM. 91,000 compounds, 0.34% hits. AID 707; in the data active means inhibition above about 80%; further: values of inactives mirror those of a sister screen read the other way; many of its hits are not listed in these tables
# Target sequence (P34913 whole entry, looked up): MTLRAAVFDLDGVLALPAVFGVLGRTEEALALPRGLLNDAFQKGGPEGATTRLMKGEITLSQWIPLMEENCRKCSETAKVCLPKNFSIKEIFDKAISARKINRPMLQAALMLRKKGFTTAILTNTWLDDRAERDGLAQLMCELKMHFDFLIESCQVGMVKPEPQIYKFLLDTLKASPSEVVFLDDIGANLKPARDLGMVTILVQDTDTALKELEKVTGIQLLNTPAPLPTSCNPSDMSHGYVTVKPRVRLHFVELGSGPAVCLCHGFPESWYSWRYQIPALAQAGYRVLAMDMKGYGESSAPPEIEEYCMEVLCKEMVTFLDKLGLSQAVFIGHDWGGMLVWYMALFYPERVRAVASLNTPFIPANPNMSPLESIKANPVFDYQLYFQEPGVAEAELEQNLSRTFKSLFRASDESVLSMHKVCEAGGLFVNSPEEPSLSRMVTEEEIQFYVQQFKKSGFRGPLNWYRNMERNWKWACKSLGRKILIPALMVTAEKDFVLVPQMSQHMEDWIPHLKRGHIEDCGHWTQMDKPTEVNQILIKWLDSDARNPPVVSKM
# Candida biofilm: kills Candida albicans biofilms; inhibition, % at 6 µM; C. albicans biofilm + clotrimazole, Alamar Blue; AID 834; 85,000 compounds, 0.14% hits;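 active means inhibition above 20%; inactive means inhibition below 20%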;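 further: preformed 24 hr biofilms exposed to compound for 48 hr; 0% = biofilm without compound and 100% = blank killed by clotrimazole plus chlorhexidine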
# ERb coact inh: ER-beta (human) coactivator binding inhibition; inhibition, % at 25.6 µM; TR-FRET ER-beta LBD / SRC1-Cy5 peptide binding; receptor agonist-loaded with 1 µM estradiol; 86,000 compounds, 1.3% hits; Q92731;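 active means compounds whose percent inhibition of the receptor-coactivator binding signal exceeds about 50% in the single-dose screen, limit read from the data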;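 further: 0% = receptor plus peptide wells without compound and 100% = peptide-only wells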
# sEH act: activators of human soluble epoxide hydrolase | P34913 | AID 717 | purified human sEH enzymatic activity, activator screen | activation, % at 2 µM | 91,000 compounds, 0.04% hits; in the data active means activation above about 37%; further: values of inactives mirror those of a sister screen read the other way
# cytoskel mod: modifiers of cytoskeleton assembly; inhibition, % at 2 µM; 91,000 compounds, 0.18% hits; AID 836; HUVEC TNFa F-actin phalloidin imaging, high content;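 active means inhibition above the batch mean plus 3 SD and confirmed as a hit by visual image inspection, cut at about 30% in these data, passing the limit was not always enough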; further: strong numbers were not always called active
# VCAM1 TNFa inh: reduces TNF alpha induced VCAM1 expression in HUVEC; HUVEC TNFa-induced VCAM-1 immunofluorescence, high-content imaging; inhibition, % at 2 µM; 95,000 compounds, 0.48% hits; AID 802;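 active means inhibition above the batch mean plus 3 SD, with images confirmed as a hit by eye, cut at about 37% in these data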;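 further: 0% = TNF-stimulated DMSO wells and 100% = unstimulated control wells; not every result past the cut was called active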
# * = called active by the depositor; x = no result given; [ ] = another dose, or the depositor's remark. Some of the compounds tested. The share of hits here may be higher or lower than overall.
# Every second line gives: Smad3 FoxH1 inh	TNFa cytotox	IL1B cytotox	sEH inh	Candida biofilm	ERb coact inh	sEH act	cytoskel mod	VCAM1 TNFa inh
- CCOc1cc(CN2CCOCC2)cc(C(C)=O)c1
    -4	-35	-12	-7	9	12	8	12	-58
- COCCN1Cc2cccc(C(=O)Nc3c(C)cc(C)cc3C)c2C1=O
    1	-18	3	-2	3	1	3	1	-4
- C/C(Cn1cnc([N+](=O)[O-])n1)=N\NC(=O)c1ccc(F)cc1
    -4	-29	-18	2	10	2	-1	8	1
- Cc1ccc(CCNC(=O)c2nnn(-c3cc(C)cc(C)c3)c2N)cc1
    4	-36	-31	2	-5	0[fluorescence artefact?]	-1	38	4
- CCOC(=O)c1sc(SC)c(C(C)=O)c1C
    x	-11	16	0	x	x	4	-4	0
- O=C(Nc1nsc(-c2ccccc2)n1)c1cccs1
    -8	-37	-15	5	-2	1[fluorescence artefact?]	-3	x	-3
- CC(C)OC(=O)CN1C(=O)C(C)(C)Oc2ccc(C(=O)NC3CC3)cc21
    6	x	-16	-1	-4	-9	0	x	x
- CCOC(=O)C1=C(C)Nc2nc3ccccc3n2C1c1ccncc1 (stereo unspecified)
    6	-33	-40	4	5	-10	-2	24	-50
- CCCN1C2=C(C(=O)CC(C)(C)C2)C(c2ccc(F)cc2)C2=C1c1ccccc1C2=O (stereo unspecified)
    13	-2	1	-4	4	-18	6	3	-4
- CN(CC(=O)O)S(=O)(=O)c1ccc(F)cc1
    7	-10	-28	2	6	-25[fluorescence artefact?]	4	12	-14
- CCC(=O)n1nc(-c2ccc(Cl)cc2)nc1SC
    2	-24	5	-10	5	-3	8	0	-6
- Cn1cc(CC(=O)N2CCN(c3ccc(Cl)cc3)CC2)c2ccccc21
    3	-5	-20	8	5	-4	-6	5	-4
- CCOC(=O)N1CCC(NC(=O)c2cc(C(=O)Nc3ccc(F)cc3F)ccc2CO)CC1
    -3	-31	-11	4	5	-6	-5	7	12
- Cc1ccc(NC(=S)NC(NC(=O)Cc2cccc3ccccc23)C(Cl)(Cl)Cl)cc1 (stereo unspecified)
    -1	-12	x	21	-4	40[fluorescence artefact?]	-20	-12	14
- Fc1ccc(CSc2nc3ccccc3[nH]2)c2ccccc12
    7	-6	1	16	1	3	-21	-2	-2
- CSCC[C@H](NC(=O)OC(C)(C)C)c1nnc(SCc2ccc(F)cc2)o1
    17[fluorescence artefact?]	-22	-14	0	0	-8	1	21	-8
- O=C(NC1CCCC1)C1CC(=O)N(C2CCCCCCC2)C1 (stereo unspecified)
    6[fluorescence artefact?]	-39	-14	8	6	-5	-7	9	6
- Cc1ncoc1C(=O)Nc1cccc(Cl)c1
    -3	-13	9	6	5	7	-6	29	2
- COc1cc2c(cc1OC)CN(C(C)C(=O)N1CCc3ccccc31)CC2 (stereo unspecified)
    7	-13	3	3	3	-11	-6	x	4
- O=C(Nc1ccccc1[N+](=O)[O-])C1C(c2ccccc2)=C1c1ccccc1
    x	-3	-1	5	x	x	-1	-13	-16
- NS(=O)(=O)c1ccc(NS(=O)(=O)/C=C/c2ccccc2)cc1
    7	-3	16	x	10	-1	x	23	-3
- [O-]/[N+](=C\c1ccccc1)[C@@H]1CCCC[C@@H]1/[N+]([O-])=C/c1ccccc1
    -3	-30	93*	3	2	-4	-4	-15	18
- CCOc1ccc(OCC)c(NC(=O)CSCC(=O)O)c1
    8	-9	-7	-4	1	-3	2	-3	16
- COC(=O)c1ccc(CSc2nc(-c3ccco3)cc(C(F)(F)F)n2)o1
    x	-1	-28	-4	x	x	1	-4	18
- Cn1nc(Oc2nc(N3CCOCC3)nc(N3CCOCC3)n2)ccc1=O
    25[fluorescence artefact?]	8	-5	-7	2	-9	7	0	10
- CN(C)C(=O)N1CCC(C(=O)NCC2CCCO2)CC1 (stereo unspecified)
    -7	4	x	x	0	4	x	3	0
- Cc1ccc(OCc2nnc(SCC(=O)NCc3ccccc3)n2C)cc1
    10	-11	-9	0	6	-1	-3	24	-8
- COC(=O)c1cc(COC(=O)c2ccc3ccccc3n2)oc1C
    11	10	-46	3	6	3	-1	x	-9
- COC(=O)c1ccc2c(c1)NC(=O)C(N1CCCC1)S2 (stereo unspecified)
    x	-29	-27	1	x	x	-2	-17	15
- CCC(CC)C(=O)Nc1nc(-c2ccc3c(c2)CCN3C(=O)C2CC2)c(C)s1
    x	-12	4	-6	x	x	8	-1	3

# Part of the list above in order of molecular weight, smallest number first:
# Every second line gives: Smad3 FoxH1 inh	TNFa cytotox	IL1B cytotox	sEH inh	Candida biofilm	ERb coact inh	sEH act	cytoskel mod	VCAM1 TNFa inh
- Cc1ncoc1C(=O)Nc1cccc(Cl)c1
    -3	-13	9	6	5	7	-6	29	2
- CN(C)C(=O)N1CCC(C(=O)NCC2CCCO2)CC1 (stereo unspecified)
    -7	4	x	x	0	4	x	3	0
- COC(=O)c1ccc2c(c1)NC(=O)C(N1CCCC1)S2 (stereo unspecified)
    x	-29	-27	1	x	x	-2	-17	15
- O=C(NC1CCCC1)C1CC(=O)N(C2CCCCCCC2)C1 (stereo unspecified)
    6[fluorescence artefact?]	-39	-14	8	6	-5	-7	9	6
- CCOc1ccc(OCC)c(NC(=O)CSCC(=O)O)c1
    8	-9	-7	-4	1	-3	2	-3	16
- COC(=O)c1cc(COC(=O)c2ccc3ccccc3n2)oc1C
    11	10	-46	3	6	3	-1	x	-9
- NS(=O)(=O)c1ccc(NS(=O)(=O)/C=C/c2ccccc2)cc1
    7	-3	16	x	10	-1	x	23	-3
- COc1cc2c(cc1OC)CN(C(C)C(=O)N1CCc3ccccc31)CC2 (stereo unspecified)
    7	-13	3	3	3	-11	-6	x	4
- Cn1nc(Oc2nc(N3CCOCC3)nc(N3CCOCC3)n2)ccc1=O
    25[fluorescence artefact?]	8	-5	-7	2	-9	7	0	10
- COC(=O)c1ccc(CSc2nc(-c3ccco3)cc(C(F)(F)F)n2)o1
    x	-1	-28	-4	x	x	1	-4	18
- CCC(CC)C(=O)Nc1nc(-c2ccc3c(c2)CCN3C(=O)C2CC2)c(C)s1
    x	-12	4	-6	x	x	8	-1	3

# The list goes on:
# Every second line gives: Smad3 FoxH1 inh	TNFa cytotox	IL1B cytotox	sEH inh	Candida biofilm	ERb coact inh	sEH act	cytoskel mod	VCAM1 TNFa inh
- CSc1nc(-c2ccccc2)nn1C(=O)c1ccc(Cl)cc1
    x	-6	-15	3	x	x	-4	2	14
- COc1ccccc1N1CCN(C(=O)COc2ccc(Cl)cc2Br)CC1
    11	13	-2	-5	8	2	7	-25	4
- CCOC(=O)c1cc2sccc2n1CC(=O)N1c2ccccc2CC1C (stereo unspecified)
    -6	-1	-18	-2	0	7[fluorescence artefact?]	3	17	-12
- Cc1cccc(N2CCN(c3nc4ccccc4n4cnnc34)CC2)c1C
    -2	-40	-12	-10	0	29[fluorescence artefact?]	12	2	14
- Fc1ccc(OCCCCCN2CCCC2)cc1
    x	-15	-36	8	x	x	-6	24	5
- O=C(CCC(=O)N1CCCc2ccccc21)N1CCN(S(=O)(=O)c2ccccc2)CC1
    -6	-16	-4	11	8	7	-8	22	-30
- COc1ccc(C2=Nn3c(nnc3-c3ccco3)SC2)cc1
    25[fluorescence artefact?]	-47	-21	4	11	-6	-5	0	16
- Cc1cccc(N(C(=O)c2csnn2)C(C(=O)NC(C)(C)C)c2ccncc2)c1 (stereo unspecified)
    x	x	-4	-4	x	x	6	26	9
- CCCOc1ccc(N2C(=O)CC(SC(=NCC)Nc3cccc(F)c3)C2=O)cc1 (stereo unspecified)
    -16	x	-19	16	7	4	-14	9	28
- COc1cc(C)ccc1OCCCOc1ccccc1Cl
    x	7	-27	-4	x	x	6	-4	6
- COc1ccccc1C(=O)N1CCNC(=O)C1CC(=O)Nc1cccc(C)c1 (stereo unspecified)
    -2	-6	-3	9	5	-10	-10	-22	11
- O=C1OC(c2ccccc2)=N/C1=C\N1CCCCC1
    0	-23	7	5	8	0	-5	-5	6
- CC(Sc1ccc(Cl)cc1)C(=O)Nc1ccccc1C(=O)N1CCOCC1 (stereo unspecified)
    x	-13	-8	5	x	x	-2	-2	-21
- CCOC(=O)C1C2C=CC3(CN(Cc4ccco4)C(=O)C13)O2 (stereo unspecified)
    -2	-21	-3	2	-3	-7[fluorescence artefact?]	-4	15	7
- C=C(C)C1CC=C(CN2CC(C)OC(C)C2)CC1 (stereo unspecified)
    17	-20	4	6	6	-6	-4	2	-32
- O=C(CCl)Nc1cccn2ncnc12
    10	2	9	-1	12	0	4	-8	38
- CCN1CCn2c3c(c4cc(C)ccc42)CCCC31 (stereo unspecified)
    -7	-18	-14	1	0	56*[fluorescence artefact?]	-1	-26	19
- N#Cc1cc2c(nc1SCc1ccc(Cl)cc1)CCCC2
    1	x	-16	25	4	-23	-22	x	x
- Cc1ccc(-c2nn3c(C)nnc3c3ccccc23)cc1S(=O)(=O)N(C)CCO
    0	-2	-6	-14	6	-2	12	-5	20
- CCN(C(=O)CCc1nc(-c2ccccc2F)no1)c1cc(OC)ccc1OC
    -1	-3	-12	6	5	-7	-6	-4	8
- CCN1C(=O)/C(=C2/Sc3ccc(OC)cc3N2C)SC1=Nc1ccc(C(C)=O)cc1
    6[fluorescence artefact?]	11	-10	-4	-5	31[fluorescence artefact?]	2	0	-20
- CSc1cccc(NC(=O)CSc2nc3ccccc3o2)c1
    2	-1	-2	11	4	-2	-10	-31	-3
- COc1ccc(-c2cn3cc(C)ccc3n2)cc1OC
    7	-21	-13	-4	4	3	7	3	-3
- COc1ccc(/C=N/NC(=O)C(=O)Nc2ccccn2)cc1OC
    x	-13	-1	-12	x	x	12	1	4
- c1ccc(CCCc2nc(-c3ccccn3)no2)cc1
    -1	-13	-34	-2	-1	0	2	-7	-7
- CC(C)c1ccc(C2C3=C(CC(C)(C)CC3=O)NC3=C2C(=O)c2ccccc23)cc1 (stereo unspecified)
    x	6	-2	14	x	x	-12	36	14
- Cc1cc2ncn(C(=O)N3CCCC3)c2cc1C
    1	-35	9	6	7	-24[fluorescence artefact?]	-4	20	10
- Cc1ccccc1-c1nc(CS(=O)CC(=O)NCCN2CCN(Cc3ccccc3)CC2)c(C)o1 (stereo unspecified)
    0	-39	-57	7	3	-10[fluorescence artefact?]	-5	x	0
- O=[n+]1cc(-c2cccc3ccccc23)n([O-])c2c1CCC2
    -15	-11	9	-6	-2	-3	5	x	27
- CCCS(=O)(=O)NCc1cn2cccc(C)c2n1
    4	-6	-34	1	5	3	1	10	-9
- C/C(=N\NS(=O)(=O)c1ccc(C)cc1)c1cccs1
    -5	-16	19	-10	6	5	6	x	12
- Cc1nn(-c2ccccc2)c(C)c1C(=O)OCC(=O)N1CC(=O)Nc2ccccc21
    15[fluorescence artefact?]	-37	-18	x	1	-22	x	2	12
- Cc1cc(-c2ccccc2)nc2[n+]1CCN2C
    0	-3	6	0	2	0	3	11	14
- CNc1oc(Cc2cccc3ccccc23)nc1C#N
    -5	-2	-24	2	-5	-4	-2	19	-16
- O=C(CNC(=O)c1cccs1)OCC(=O)c1ccccc1
    8	-9	2	6	4	-8	-6	-15	-2
- Cc1c(Br)cc(-c2nnco2)cc1Br
    6[fluorescence artefact?]	-17	-15	2	8	2[fluorescence artefact?]	-1	x	-20
